High-throughput results from PubChem.
USP8 inh: human USP8 deubiquitinase inhibition. purified USP8, Ub-rhodamine cleavage fluorescence, 30 min. inhibition, % at 20 µM. P40818. 47,000 compounds, 4.2% hits
OTUD3 inh: human OTUD3 deubiquitinase inhibition; Q5T2D3; purified OTUD3, Ub-rhodamine fluorescence, 2 h; inhibition, % at 25 µM; 47,000 compounds, 0.7% hits
Target sequence (Q5T2D3 whole entry, looked up): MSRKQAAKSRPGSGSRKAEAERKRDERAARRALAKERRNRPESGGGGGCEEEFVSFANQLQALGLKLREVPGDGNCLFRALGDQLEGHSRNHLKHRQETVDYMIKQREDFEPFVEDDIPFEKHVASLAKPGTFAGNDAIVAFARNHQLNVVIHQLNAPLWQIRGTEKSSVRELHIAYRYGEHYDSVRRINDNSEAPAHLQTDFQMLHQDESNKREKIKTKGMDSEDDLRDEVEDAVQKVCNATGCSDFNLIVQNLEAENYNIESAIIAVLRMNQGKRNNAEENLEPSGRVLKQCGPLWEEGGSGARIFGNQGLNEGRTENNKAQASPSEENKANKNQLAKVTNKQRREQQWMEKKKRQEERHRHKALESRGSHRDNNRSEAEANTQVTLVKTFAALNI
USP17 block: human USP17-like deubiquitinase inhibition. A8MUK1. purified USP17, Ub-rhodamine cleavage fluorescence, 3 h. inhibition, % at 50 µM. 47,000 compounds, 6.5% hits. AID 1645855
Target sequence (A8MUK1 whole entry, looked up): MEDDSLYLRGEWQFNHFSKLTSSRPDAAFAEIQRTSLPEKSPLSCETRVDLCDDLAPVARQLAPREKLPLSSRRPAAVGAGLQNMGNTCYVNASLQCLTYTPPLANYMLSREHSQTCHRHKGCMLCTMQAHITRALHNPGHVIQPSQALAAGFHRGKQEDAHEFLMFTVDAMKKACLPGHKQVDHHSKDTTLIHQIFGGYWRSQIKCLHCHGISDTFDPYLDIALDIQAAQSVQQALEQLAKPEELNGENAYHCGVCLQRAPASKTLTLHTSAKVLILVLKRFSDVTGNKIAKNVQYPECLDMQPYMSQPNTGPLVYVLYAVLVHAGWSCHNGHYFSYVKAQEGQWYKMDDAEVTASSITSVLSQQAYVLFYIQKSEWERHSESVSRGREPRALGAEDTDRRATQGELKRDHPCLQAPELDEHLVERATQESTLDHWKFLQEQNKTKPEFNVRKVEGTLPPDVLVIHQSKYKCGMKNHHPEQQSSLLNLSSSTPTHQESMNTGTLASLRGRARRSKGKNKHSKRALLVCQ
USP30 block: inhibitors of human USP30 deubiquitinase; inhibition, % at 25 µM; Q70CQ3; 47,000 compounds, 5.3% hits; purified USP30, Ub-rhodamine cleavage fluorescence; AID 1645860
USP10 inh: inhibitors of human USP10 deubiquitinase | Q14694 | purified USP10, Ub-rhodamine fluorescence, 60 min | inhibition, % at 20 µM | 47,000 compounds, 1.1% hits
UCHL1 block: inhibitors of human UCHL1 deubiquitinase | inhibition, % at 20 µM | AID 1645859 | 47,000 compounds, 0.2% hits | purified UCHL1, Ub-rhodamine cleavage fluorescence | P09936
USP7 inh: inhibitors of human USP7 deubiquitinase; inhibition, % at 20 µM; Q93009; purified USP7, Ub-rhodamine cleavage fluorescence; 47,000 compounds, 0.3% hits
USP28 inh: inhibitors of human USP28 deubiquitinase. Q96RU2. purified USP28, Ub-rhodamine cleavage fluorescence, 30 min. inhibition, % at 25 µM. 47,000 compounds, 3% hits. AID 1645857
Starred values were filed as active, the others as inactive; i = inactive; · = not tested or not shown. Rule as the data show it: active = inhibition above about 30%; inactive = the rest.

USP30 block	USP17 block	USP10 inh	OTUD3 inh	USP28 inh	USP7 inh	USP8 inh	UCHL1 block	SMILES
-11	0	-1	-5	-15	0	-11	-3	Cc1ccc(N2CCN(C(=O)CSc3ncccc3-c3noc(C)n3)CC2)cc1
-1	0	2	-11	24	-4	2	0	O=C(CSc1nccn1C1CCCCC1)Nc1ccc2c(c1)OCCO2
7	0	8	-4	3	11	-6	2	CCc1ccc2c(CN3CCN(c4ccccc4)CC3)cc(=O)oc2c1
-6	20	8	1	6	2	0	9	COc1cc(C2=NO[C@]3(C(=O)Nc4ccccc43)[C@H]2C(=O)c2ccccc2)ccc1OCC#N
-48	13	24	-13	-13	2	-7	1	N#Cc1cc(-c2ccccc2)oc1NC(=O)c1cccc(Cl)c1Cl
19	23	-5	47*	18	2	23	0	CC(C)OC(=O)c1cc2c(ccn2-c2ccc(F)cc2)n1CC(=O)NC1CCCCC1
-10	1	3	-12	-3	11	7	11	CCc1ccc(Nc2cc(C(=O)N3CCC4(CC3)OCCO4)c3ccccc3n2)cc1
-11	-15	0	-13	-18	-9	-41	-1	Cc1noc(C)c1CSc1ncccc1C(=O)Nc1ccnn1C1CCCC1
-10	20	-1	-2	-20	-7	62*	-3	O=C(NC1CC1)c1ccc2c(=O)n(-c3ccc(F)cc3)cnc2c1
11	-4	12	3	-3	-41	-9	4	O=C1CC(c2nc3ccccc3n2CCC2CCCCC2)CN1c1ccccc1 (stereo not drawn)
11	1	2	9	8	1	-9	-1	COc1ccccc1-n1ccnc(NC(=O)c2cccc(F)c2)c1=O
8	-2	1	3	-10	4	0	0	CCNC(=O)N1CC(C(=O)Nc2ccc(F)cc2)C2(CCOCC2)C1 (stereo not drawn)
2	-4	-7	-12	-5	·	-28	-13	Cc1ccccc1NC(=O)Cn1cnc(NC(=O)c2ccccc2)n1
-37	3	-6	-13	-11	-12	-12	-1	O=C(NCc1noc(-c2cccc(Cl)c2)n1)C1CCCC1
23	27	-1	8	-4	0	3	1	CCCCOCCCNC(=O)c1ccccc1N1C(=O)N2CCc3c([nH]c4ccccc34)[C@@]2(C)C1=O
2	-9	0	2	1	2	0	1	CC(=O)N1c2ccc(S(=O)(=O)N3CCC(C(=O)NCc4cccs4)CC3)cc2CC1C (stereo not drawn)
20	12	1	8	11	8	0	4	Cc1cc(=O)oc2cc(OCC(=O)NCc3ccccn3)ccc12
-4	-2	-1	4	4	4	12	3	CCN(CC)c1ccc(CNc2nc(-c3cccnc3)nn2S(C)(=O)=O)cc1
21	12	0	12	11	4	13	1	O=C(C1CCCN(S(=O)(=O)N2CCOCC2)C1)N1CCN(C2CCCCC2)CC1 (stereo not drawn)
3	-4	-1	0	1	-1	-1	1	O=C(Nc1ccc2c(c1)CCC2)C1CC(O)CN1C(=O)Nc1ccccc1 (stereo not drawn)
5	0	2	7	43*	3	-11	1	O=C(Nc1ccc2c(c1)OCCO2)C1CN(C(=O)c2ccc3c(c2)OCO3)C1
-14	-28	-4	-4	-18	0	-31	-5	Cc1nc(NCC2CCN(C(=O)NCCN)CC2)c2cc(Cl)ccc2n1
14	9	2	13	-5	1	10	5	O=C(Nc1nc2nc(-c3ccccc3)cc(=O)n2[nH]1)C1CCCCC1
-12	-27	-1	-8	-11	-2	3	-1	CCn1c(SCC(=O)Nc2ccccc2)nnc1-c1c[nH]c2ccccc12
0	-7	2	88*	-13	-1	0	12	CN1CCN(c2ncnc3c2oc2ccc(Cl)cc23)CC1
1	4	0	17	5	-4	9	2	CS(=O)(=O)Nc1ccc(C2(C(=O)NCc3ccccn3)CCCCC2)cc1
-277	-60	-11	-43	-67	-19	-33	-8	CN1CCC2(CC1)Cc1ccccc1CN(C(=O)c1ccccc1)C2
-27	-14	-3	-12	-9	1	-83	-2	CCN(CC)C(=O)CN1CCC(Nc2nc3c(c(=O)[nH]2)CCCC3)CC1
24	16	0	12	6	0	9	0	Cn1c(SCC(=O)NC2CCCC2)nnc1-c1nc(-c2ccccc2)no1
2	-2	-3	2	3	2	-7	1	Cc1nnc(-c2c(C)[nH]c(C)c2S(=O)(=O)NCc2ccccc2F)o1
22	11	5	14	6	5	2	1	Cc1cc(C)cc(-n2c(-c3ccc([N+](=O)[O-])cc3)cn3c4c(=O)n(C)c(=O)n(C)c4nc23)c1
·	-14	1	-1	·	-2	0	4	COc1cccc(C(O)c2ncc(-c3cccc4ccccc34)[nH]2)c1 (stereo not drawn)
-46	-22	-6	-16	-17	-7	-14	-6	Cc1cccc(C(=O)N2CCCN(Cc3noc(-c4ccccc4)n3)CC2)c1
10	1	3	15	13	-26	-106	6	O=C(COc1ccccc1[N+](=O)[O-])NCc1csc(-c2ccccc2)n1
-33	-15	-5	-6	-8	-3	-9	-6	O=C(Nc1cccn2cnnc12)c1cccc(C(F)(F)F)c1
-4	8	4	-3	-4	1	8	2	CSc1nc2ncc3c(=O)n(Cc4ccco4)ccc3n2n1
21	6	0	6	6	4	12	4	C[C@H]1CC[C@@H]2N(C1)C[C@H]1[C@@H]3C[C@H]4[C@@H](C/C(=N\O)[C@H]5C[C@@H](O)CC[C@@]54C)[C@@H]3CC[C@H]1[C@]2(C)O
9	5	1	6	6	0	0	-4	COc1ccc(NC(=O)CCCC(=O)c2ccccc2)c(OC)c1
0	1	1	7	0	6	10	2	CCc1ccc(NS(=O)(=O)c2cc3n(c2)CCCN(C)C3=O)cc1
-10	-2	-10	-3	-2	-144	-7	4	Cc1ccc(CN2CC(=O)N3Cc4[nH]c5ccccc5c4C[C@@H]3C2=O)cc1
-75	-25	-6	-12	-4	-8	-120	-2	Cc1ccc(/C=C/S(=O)(=O)N2CC(c3nc(-c4ccc[nH]c4=O)no3)C2)cc1
34*	17	-2	6	8	-3	6	1	Cc1cc(-c2cnc(N3CCCCC3)nc2C2CCN(c3cnccn3)CC2)on1
i	-166	0	-38	-282	-23	-22	2	CC(=O)c1ccc(NC(=O)c2nc3ccccc3nc2N2CCOCC2)cc1
-47	85*	-8	-5	2	-9	86*	4	O=C(Nc1cc(F)c2nc(N3CCOCC3)ccc2c1)c1ccc(Br)o1
-29	-18	-5	-6	-12	2	-41	-3	O=C(c1ccnnc1)N1CCOCC2(CCC(Cn3cccn3)O2)C1 (stereo not drawn)
15	5	-4	9	3	0	-19	-3	COc1cccc(-c2nc(Cn3cccc(-c4nc(C)no4)c3=O)no2)c1
9	0	2	0	5	-2	11	2	CCOc1ccc(CC2C(=O)Nc3ccc(Cl)cc32)cc1OC (stereo not drawn)
66*	79*	9	36*	40*	4	48*	6	Cc1c(C(=O)N(C)c2nc3c(s2)CCc2occc2-3)oc2ccccc12
-83	-37	-12	-18	-25	-10	-15	-6	Cc1ccccc1N1CCN(C(=O)Cc2c[nH]c3ncccc23)CC1
2	71*	1	13	26	-2	-5	2	Cc1ccc(NC(=O)c2ccc(N3CCOCC3)nn2)cc1F
28	8	-2	4	24	5	8	1	CN(CCNS(=O)(=O)c1ccc2c(c1)CCN2C(=O)C1CC1)Cc1ccccc1
11	8	1	5	9	6	8	1	Cc1nc2c(nnn2C[C@@H]2CCCN(C(=O)c3ccc(F)cc3F)C2)c(=O)[nH]1
-6	-8	1	-1	1	-9	2	-3	C[C@@H](Cn1nnc2ccccc21)NC(=O)c1ccc2c(c1)OCCO2
-7	2	-1	-9	-14	-19	0	-3	O=C(c1ccco1)N1CCN(c2ncc3c(=O)n(C4CCCC4)c(=O)[nH]c3n2)CC1
-54	3	0	0	17	-3	2	-2	CCc1nc(-c2cccc(-c3noc(CNC(C)=O)n3)c2)cs1
-11	-11	-1	-3	-7	-57	-2	-5	O=C(NCCOc1ccccc1F)[C@@H]1CCCN1C1=NS(=O)(=O)c2ccccc21

Other results
USP30 block	USP17 block	USP10 inh	OTUD3 inh	USP28 inh	USP7 inh	USP8 inh	UCHL1 block	SMILES
-10	·	-1	-7	6	-7	-8	1	Cc1cccc(NC(=O)Cc2n[nH]c(Cc3ccc(F)cc3)n2)c1
-1	0	0	6	3	4	15	1	CCc1nn2c(CNC(=O)Cc3ccccc3Cl)c(C)nc2s1
0	12	-1	1	-1	-3	5	-2	O=C1CCCc2cc(S(=O)(=O)N3CCCC(C(=O)N4CCCCC4)C3)ccc2N1 (stereo not drawn)
-151	-1	-4	-26	-36	-16	-7	-7	CCc1cc2c3c([nH]c2cc1S(=O)(=O)NCCN1CCCCCC1)CCCC3=O
-4	-14	-1	-5	-9	-2	-194	-6	c1cncc(-c2nc(NCCN3CCOCC3)ncc2-c2ccc3c(c2)OCO3)c1
-12	20	-3	-16	2	-4	2	-1	Cc1nnc(-c2ccc3ccn(CC(=O)N4CCc5ccccc54)c3c2)o1
-14	-13	-3	-10	-13	-6	1	-6	COc1ccc(OC)c(NC(=O)[C@H]2C[C@H](C)N[C@]23C(=O)Nc2c(Cl)cc(C)cc23)c1
14	11	2	16	7	4	29	0	Cn1nccc1C(=O)NC1CC2(CCOCC2)Oc2ccccc21 (stereo not drawn)
10	1	4	16	16	0	10	3	O=C(Nc1ccnn1C1CCCC1)c1cccnc1Sc1ccccc1
3	1	0	-5	-7	0	4	-4	COc1ccc(NC(=O)COC(=O)C23CCC(=O)N2c2ccccc2S3)cc1 (stereo not drawn)
-48	-10	-5	-20	-31	-1	-2	1	COc1cccc(CNc2nc3ccc(C)cc3cc2-c2noc(C)n2)c1OC

Part of the list above in order of SMILES length, highest first.
USP30 block	USP17 block	USP10 inh	OTUD3 inh	USP28 inh	USP7 inh	USP8 inh	UCHL1 block	SMILES
-14	-13	-3	-10	-13	-6	1	-6	COc1ccc(OC)c(NC(=O)[C@H]2C[C@H](C)N[C@]23C(=O)Nc2c(Cl)cc(C)cc23)c1
-7	2	-1	-9	-14	-19	0	-3	O=C(c1ccco1)N1CCN(c2ncc3c(=O)n(C4CCCC4)c(=O)[nH]c3n2)CC1
-11	-11	-1	-3	-7	-57	-2	-5	O=C(NCCOc1ccccc1F)[C@@H]1CCCN1C1=NS(=O)(=O)c2ccccc21
0	12	-1	1	-1	-3	5	-2	O=C1CCCc2cc(S(=O)(=O)N3CCCC(C(=O)N4CCCCC4)C3)ccc2N1 (stereo not drawn)
28	8	-2	4	24	5	8	1	CN(CCNS(=O)(=O)c1ccc2c(c1)CCN2C(=O)C1CC1)Cc1ccccc1
-151	-1	-4	-26	-36	-16	-7	-7	CCc1cc2c3c([nH]c2cc1S(=O)(=O)NCCN1CCCCCC1)CCCC3=O
-4	-14	-1	-5	-9	-2	-194	-6	c1cncc(-c2nc(NCCN3CCOCC3)ncc2-c2ccc3c(c2)OCO3)c1
3	1	0	-5	-7	0	4	-4	COc1ccc(NC(=O)COC(=O)C23CCC(=O)N2c2ccccc2S3)cc1 (stereo not drawn)
-6	-8	1	-1	1	-9	2	-3	C[C@@H](Cn1nnc2ccccc21)NC(=O)c1ccc2c(c1)OCCO2
-48	-10	-5	-20	-31	-1	-2	1	COc1cccc(CNc2nc3ccc(C)cc3cc2-c2noc(C)n2)c1OC
-10	·	-1	-7	6	-7	-8	1	Cc1cccc(NC(=O)Cc2n[nH]c(Cc3ccc(F)cc3)n2)c1
-54	3	0	0	17	-3	2	-2	CCc1nc(-c2cccc(-c3noc(CNC(C)=O)n3)c2)cs1
-1	0	0	6	3	4	15	1	CCc1nn2c(CNC(=O)Cc3ccccc3Cl)c(C)nc2s1

Compounds as they come. Share with any hit: about 14%.
